Screens (PubChem)
TRHR PAM: allosterically enhances the human TRH receptor. TRHR cells, fluo-8 calcium fluorescence, EC20 TRH enhancement. enhancement, % at 2 µM. actives 0.66% (n = 360,000). AID 493056; in the data active = enhancement above about 30%; also: 0% is about no effect
Target sequence (P34981 whole entry, looked up): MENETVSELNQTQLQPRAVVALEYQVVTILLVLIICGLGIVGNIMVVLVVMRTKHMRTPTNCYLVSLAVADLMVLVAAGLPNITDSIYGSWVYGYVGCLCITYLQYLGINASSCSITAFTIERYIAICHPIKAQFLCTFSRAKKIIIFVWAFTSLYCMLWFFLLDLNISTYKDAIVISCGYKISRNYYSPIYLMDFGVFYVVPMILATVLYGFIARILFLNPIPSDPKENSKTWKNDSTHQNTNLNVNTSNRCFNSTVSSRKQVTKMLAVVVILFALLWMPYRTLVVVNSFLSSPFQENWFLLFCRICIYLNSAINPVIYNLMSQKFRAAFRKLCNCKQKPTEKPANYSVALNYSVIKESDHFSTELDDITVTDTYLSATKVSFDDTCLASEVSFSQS
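Enhancer read-out: after compound pinning and an initial kinetic agonist-mode read, an EC20 of TRH (10 nM final) was injected and fluo-8 calcium signal (Ex 480/Em 530) followed at 1 s/cycle for 100 cycles in TRHR-expressing cells.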
TRHR agonist: TRH receptor (human) agonism; TRHR cells, calcium flux fluo-8, FDSS agonist mode; actives 0.18% (n = 360,000); activation, % at 2 µM; P34981; AID 493084; in the data active = activation above about 30%; also: 0% is about no effect
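Read-out: compound-evoked intracellular calcium rise in TRHR cells, fluo-8 dye, kinetic FDSS fluorescence at 1 s/cycle following a 10-cycle baseline. Cells cultured overnight before dye loading (30 min–1.5 h, RT).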
rTrxR1 inhibitor: rat TrxR1 inhibition | O89049 | recombinant rTrxR1, NADPH fluorescence consumption, selenite substrate | Potency, µM (series often up to 114 µM), for the others: at the top dose activity change, negative = inhibition, most hits filed as inhibitors | actives 1% (n = 390,000) | AID 588453; also: potency is read from the fitted curve at half-maximal effect; % is scaled to controls: 0 for no effect and ±100 for the full control effect; nearly all actives have a fitted effect of over 65% in size
Target sequence (O89049 whole entry, looked up): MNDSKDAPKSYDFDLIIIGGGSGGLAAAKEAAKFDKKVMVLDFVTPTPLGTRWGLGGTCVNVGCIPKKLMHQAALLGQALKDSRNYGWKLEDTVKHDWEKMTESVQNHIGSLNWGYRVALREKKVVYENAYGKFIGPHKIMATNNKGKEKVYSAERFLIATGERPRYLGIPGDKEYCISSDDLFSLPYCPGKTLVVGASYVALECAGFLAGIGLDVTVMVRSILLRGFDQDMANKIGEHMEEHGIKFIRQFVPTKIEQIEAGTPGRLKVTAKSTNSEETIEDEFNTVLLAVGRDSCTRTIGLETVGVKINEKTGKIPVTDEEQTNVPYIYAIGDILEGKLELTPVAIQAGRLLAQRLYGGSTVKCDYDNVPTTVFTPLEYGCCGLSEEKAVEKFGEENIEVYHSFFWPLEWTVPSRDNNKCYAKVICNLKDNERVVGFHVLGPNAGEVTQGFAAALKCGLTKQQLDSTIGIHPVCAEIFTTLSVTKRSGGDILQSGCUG
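Rat TrxR1 (90 nM in the dispensed reagent) was pre-reduced with 400 uM NADPH for 5 min at room temperature, then incubated with compound for 15 min. After 400 uM selenite was added, NADPH fluorescence (Ex 340/Em 450 nm) was followed for 8 min.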
Pin1 inh: human Pin1 inhibition | actives 0.009% (n = 390,000) | Q13526 | AID 504891 | Pin1 FP peptide displacement, HiFluor488, 10 min | Potency, µM (titrated, usually from 115 µM), without a hit: top-dose activity, negative = inhibition, hits mostly inhibitors; active = well fitted inhibition curve with a large enough effect in the polarisation, with a control signal flat, not every such curve was filed as active; inconclusive = small, poorly fitted or top-dose-only effect, or effect the other way, or a change in a side signal; inactive = no such curve, though single readings can be large or run the other way; the % refers to the polarisation; also: potency is read from the fitted curve at half-maximal effect; % is scaled to controls: 0 for no effect and ±100 for the full control effect
Target sequence (Q13526 whole entry, looked up): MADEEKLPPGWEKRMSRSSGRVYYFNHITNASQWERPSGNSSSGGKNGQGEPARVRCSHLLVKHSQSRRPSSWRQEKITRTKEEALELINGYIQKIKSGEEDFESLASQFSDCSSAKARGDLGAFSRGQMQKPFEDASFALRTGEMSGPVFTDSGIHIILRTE
USP1 inh: inhibitors of human USP1/UAF1 deubiquitinase; Potency, µM (highest dose often 57.1 µM), inactives show at the highest dose activity change, negative = inhibition, usual class: inhibitors; AID 743255; recombinant USP1/UAF1, Ub-Rhodamine cleavage fluorescence; O94782; actives 0.23% (n = 390,000); also: potency is read from the fitted curve at half-maximal effect; % is scaled to controls: 0 for no effect and ±100 for the full control effect; nearly all actives have a fitted effect of over 60% in size; inactives centre near -12
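1 nM enzyme complex + cpd, 15 min RT; start with Ub-Rho 150nM final; kinetic fluorescence ex 480/em 540, 6 reads q60 s. Buffer 50mM HEPES pH 7.8, 0.5mM EDTA, 0.1 mg/ml BSA, 1mM TCEP, 0.01% Tween-20.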
mIDH1 inhibitor: human IDH1 R132H inhibition; O75874; actives 0.093% (n = 390,000); Potency, µM (top dose mostly 76.6 µM), for inactives: top-dose activity change, negative = inhibition, hits mostly inhibitors; AID 602179; IDH1-R132H enzyme, NADPH consumption, diaphorase/resazurin fluorescence; also: potency is read from the fitted curve at half-maximal effect; % is scaled to controls: 0 for no effect and ±100 for the full control effect; nearly all actives have a fitted effect of over 65% in size
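IDH1-R132H (0.5 ug/mL) preincubated 30 min with compound, then NADPH (0.016 mM) and alpha-KG (2 mM) added; 80 min at RT, pH 7.5. Remaining NADPH coupled via diaphorase/resazurin to fluorescence (540/590 nm); concentration-response curves normalized to no-enzyme control.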
TrxR1 substrate: substrates of rat thioredoxin reductase 1. purified TrxR1 substrate turnover, NADPH consumption readout. AID 588456. actives 0.01% (n = 390,000). O89049. Potency, µM (top dose mostly 114 µM), for inactives: top-dose activity change, negative = substrate turnover; also: potency is read from the fitted curve at half-maximal effect; % is scaled to controls: 0 for no effect and ±100 for the full control effect; nearly all actives have a fitted effect of over 50% in size
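Rat TrxR1, dispensed at 90 nM, was prereduced with 400 uM NADPH (final) for 5 min at ~22 deg C, then incubated with compound 15 min before 400 uM selenite. A first-read NADPH fluorescence drop versus no-compound background flagged substrates.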
D2 antagonist: D2 dopamine receptor (human) antagonism | HEK293 TREx D2 cells, calcium flux, dopamine EC80 | actives 2% (n = 340,000) | P14416 | AID 485344 | inhibition, % at 10 µM; in the data active = inhibition above about 30%; also: 0% is about no effect
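Dopamine at EC80 is the agonist stimulus; test compounds precede it by 180 s. Calcium flux read kinetically in a force-coupled, inducible HEK293 T-REx D2 cell line.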
D2 ag: D2 dopamine receptor (human) agonism; actives 0.53% (n = 340,000); HEK293 T-REx D2 cells, calcium flux agonist mode; P14416; activation, % at 2 µM; AID 485358;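 active = activation over 3 SD above normal in the single-dose calcium agonist read, cut at about 30% in these data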; also: 0% is about no effect
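Tetracycline-induced HEK293 T-REx cells with force-coupled D2 receptor, plated overnight at 30 C, loaded with no-wash calcium dye. After a 10 s baseline, compound was pin-added and calcium flux read kinetically for 180 s; calcium rises flagged agonists.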
* marks the source's active call; other numbers are inactive results; ? = inconclusive; . = not tested or not shown; [ ] = remark or other dose. Unless noted, calls follow the shape of the dose curve; as a rule, active = well fitted inhibition curve with a large enough effect; inconclusive = small, poorly fitted or top-dose-only effect; inactive = no such curve, though single readings can be large or run the other way. The list is partial; rates above refer to the full screens.

SMILES	TRHR PAM	TRHR agonist	rTrxR1 inhibitor	Pin1 inh	USP1 inh	mIDH1 inhibitor	TrxR1 substrate	D2 antagonist	D2 ag
CC1(C)CC(=O)C(C2C3=C(CC(C)(C)CC3=O)Oc3ccccc32)C(=O)C1 (stereo not given)	-7	0.5	56µM*	0%	-20%	4%	-6%	22	-0.4
CC(=O)Nc1ccc(NC(=O)c2ccccc2N(C)S(C)(=O)=O)cc1	-8	1.2	-5%	2%	-3%	3%	-3%	-5	0.6
CCOC(=O)c1c(C)c(C(=O)NCCCOC)c(C)n1C	-4	-0.2	13%[57.1 µM]	0%	-5%	-1%	7%[57.1 µM]	9	0.9
CC(NC(=O)COC(=O)/C=C/c1ccc2c(c1)OCO2)c1ccccc1 (stereo not given)	3	-0.5	30%	-3%	2%	2%	7%	2	-1.5
COc1ccc(NC(=O)NNC(=O)c2ccc3ccccc3c2O)c(OC)c1	-3	-0.3	31%	-1%	-26%	-8%	38%[activator]	4	-0.3
CC(=O)O[C@H]1CC[C@]2(C)[C@H]3CC=C4[C@@H]5[C@@H](C)[C@H](C)CC[C@]5(C(=O)O)CC[C@@]4(C)[C@]3(C)CC[C@H]2C1(C)C	2	-0.4	.	.	.	.	.	5	0.3
COc1ccccc1N1CCN(C(=O)c2cc3cc(Cl)ccc3[nH]2)CC1	13	-1.5	14%	-5%	3%	-4%	-4%	1	-0.6
O=C(c1ccccc1)N1CCCOC1c1ccccc1 (stereo not given)	5	-0.8	2%[57.1 µM]	-3%	-9%	1%	7%[57.1 µM]	-2	0.1
COC(=O)CNC(c1ccccc1Cl)c1cc(Br)ccc1NS(=O)(=O)c1ccc(C)cc1 (stereo not given)	-4	-1.0	-5%	1%	-20%	7%	-9%	-14	1.9
Cc1ccc(S(=O)(=O)c2cnc3cc(C)nn3c2N)cc1	1	-1.5	15%[57.1 µM]	6%	1%	14%	8%[57.1 µM]	6	-2.0
O=C(CNc1cccc(S(=O)(=O)N2CCCC2)c1)Nc1cccc(C(F)(F)F)c1	.	.	3%	-1%	-20%	-1%	-5%	.	.
N#Cc1ccccc1NC(=O)C(=O)NCCc1csc(-c2ccc(F)cc2)n1	7	1.0	1%[57.1 µM]	6%	-14%	8%	-5%[57.1 µM]	.	0.0
Cc1nc(Cc2nnc(SCC(=O)Nc3c(C)cccc3C)o2)cs1	-3	-0.5	-3%	-6%	3%	1%	-11%	-9	-0.3
Cc1noc(C)c1S(=O)(=O)Nc1ccc(C(=O)N2CCN(c3cccc(Cl)c3)CC2)cc1	-7	0.3	6%[57.1 µM]	56%[activator]	-4%	2%	3%[57.1 µM]	11	0.6
CC1(C)Cc2nc(NCCCO)c(C#N)cc2CO1	2	0.2	46%[activator][57.1 µM]	-1%	-21%	11%	98%[activator][57.1 µM]	-4	0.6
CCOc1ccc(C(=O)NC(=S)Nc2cc(C)ccn2)cc1[N+](=O)[O-]	3	0.3	12%	34%[activator]	-13%	-6%	1%	15	0.4
c1ccc(Cc2nc3ccccc3[nH]2)cc1	11	0.5	-1%	0%	17%	19%	-8%	-4	0.2
O=C1CSCN1c1ccc(Cl)cc1	-2	0.9	15%	-1%	-22%	8%	-1%	-1	0.0
Cc1sc2ncnc(-n3nnc4ccccc43)c2c1C	5	0.7	19%	7%	-11%	-6%	9%	-3	-0.7
CCn1cc(C(=O)N2CCN(c3ccccc3)CC2)c(=O)c2cc(S(=O)(=O)N(C)C3CCCCC3)ccc21	-3	-1.0	2%	?	-28%	2%	-1%	.	0.5
COc1ccc(NS(=O)(=O)c2cc(C(=O)N3CCCCCC3)ccc2C)cc1	.	.	-10%	1%	-20%	0%	-3%	.	.
CC1CCc2nc3ccc(S(=O)(=O)N4CCC(C(=O)NC5CCCC5)CC4)cc3c(C(=O)O)c2C1 (stereo not given)	1	-0.6	7%	-4%	-12%	18%	1%	-10	0.1
O=C(CSc1nc2ccccc2s1)N/N=C/c1ccccc1C(=O)O	-8	0.2	-17%	-1%	-1%	1%	-12%	-17	0.0
CCn1c(=O)c2sccc2n2c(CCC(=O)N3CCN(c4ccccc4OC)CC3)nnc12	6	-1.9	-3%	-3%	-6%	-1%	-4%	.	-1.0
CN(CCCNC(=O)CCC(=O)N1CCOc2ccc(Cl)cc21)Cc1ccccc1	-3	-0.2	4%[57.1 µM]	5%	-15%	3%	-5%[57.1 µM]	.	.
CN1CN(C)c2ccc([N+](=O)[O-])c3cccc1c23	-6	0.2	11%[57.1 µM]	0%	?	13%	10%[57.1 µM]	3	0.3
COc1cc(C(=O)N(CCc2ccccc2)C2CC3CCC(C2)N3C)cc(OC)c1OC (stereo not given)	3	0.2	20%[57.1 µM]	-3%	0%	2%	10%[57.1 µM]	-5	0.5
CC(C)CCNC(=O)CNC(=S)N(CCCN1CCOCC1)Cc1cccs1	1	0.4	-2%[57.1 µM]	3%	-8%	9%	8%[57.1 µM]	-8	0.8
Cc1cc(C)nc(/N=C(/NC(=O)Nc2ccc(Cl)c(Cl)c2)Nc2cccc(Cl)c2)n1	-1	0.5	0%[57.1 µM]	-8%	6%	0%	2%[57.1 µM]	.	.
COC(=O)c1ccc(OC(=O)c2ccco2)cc1	10	2.3	-14%	-2%	0%	0%	-7%	7	0.7
O=C(/C=C/c1ccccc1Cl)Nc1cccc(S(=O)(=O)NC2=NCCCCC2)c1	3	0.9	26%[57.1 µM]	?	-19%	9%	12%[57.1 µM]	-3	-0.4
Nc1n[nH]c(C2CC2)c1N=Nc1ccc(Cl)c(Cl)c1	3	0.5	37%[activator][57.1 µM]	-8%	-4%	3%	5%[57.1 µM]	2	-0.1
COc1ccc[nH]c1=O	0	-0.2	14%	-6%	-8%	0%	3%[57.1 µM]	-20	0.1
Cc1ccc(C(=O)c2cn(Cc3ccc(Cl)cc3)c3nc(C)ccc3c2=O)cc1	-4	1.8	11%	?	-19%	-9%	-1%	.	0.6
O=C(O)c1cc(OCc2ccccc2)cc(OCc2ccccc2)c1	-6	0.1	26%	-8%	-25%	0%	8%	-7	-1.0
COCCNC(=O)COc1ccc(C)c(C)c1	6	-0.3	24%	2%	-9%	-4%	2%	-5	-1.6
O=C(CNC(=O)c1ccccc1)OCC(=O)c1cccs1	0	0.4	23%	0%	?	1%	4%	.	.
CCCNc1nc2c(c(=O)[nH]c(=O)n2C)n1CCc1ccccc1	-5	-1.2	15%	0%	-15%	14%	2%	-6	0.3
O=C(c1ccccc1)c1cc2c(cc1[N+](=O)[O-])OCCO2	6	-0.2	-3%	-4%	-13%	0%	-5%	6	-0.7
C[n+]1cccc2c(Br)ccc([O-])c21	1	0.7	14%	?	5µM*	15%	?	-25	0.9

Entries listed so far containing an aryl thioether with sulfur outside any ring, in the order listed:
SMILES	TRHR PAM	TRHR agonist	rTrxR1 inhibitor	Pin1 inh	USP1 inh	mIDH1 inhibitor	TrxR1 substrate	D2 antagonist	D2 ag
Cc1nc(Cc2nnc(SCC(=O)Nc3c(C)cccc3C)o2)cs1	-3	-0.5	-3%	-6%	3%	1%	-11%	-9	-0.3
O=C(CSc1nc2ccccc2s1)N/N=C/c1ccccc1C(=O)O	-8	0.2	-17%	-1%	-1%	1%	-12%	-17	0.0

Back to the main list with the three entries that preceded the break.
SMILES	TRHR PAM	TRHR agonist	rTrxR1 inhibitor	Pin1 inh	USP1 inh	mIDH1 inhibitor	TrxR1 substrate	D2 antagonist	D2 ag
CCCNc1nc2c(c(=O)[nH]c(=O)n2C)n1CCc1ccccc1	-5	-1.2	15%	0%	-15%	14%	2%	-6	0.3
O=C(c1ccccc1)c1cc2c(cc1[N+](=O)[O-])OCCO2	6	-0.2	-3%	-4%	-13%	0%	-5%	6	-0.7
C[n+]1cccc2c(Br)ccc([O-])c21	1	0.7	14%	?	5µM*	15%	?	-25	0.9
CCN(CC)S(=O)(=O)c1ccc(N2CCOCC2)c(NC(=O)Cc2ccccc2)c1	1	-0.4	-6%	-12%	-15%	1%	-7%	4	-0.5
CN1CCCN(C(=O)c2cc(-c3ccc(Cl)c(Cl)c3Cl)nc3ccccc23)CC1	-7	0.0	7%	-6%	-2%	-2%	-2%	5	0.7
O=C(CS(=O)c1ccc(C(F)(F)F)cc1[N+](=O)[O-])Oc1ccccc1 (stereo not given)	-2	-0.5	?	?	-16%	8%	-2%	-10	0.8
COc1c(F)cccc1C1=CC(=O)C[C@H](c2ccc3c(c2)OCO3)C1	-1	-0.4	14%	3%	-13%	5%	4%	3	-1.8
COc1ccc(C2=NN(C(=O)c3ccccc3)C(c3ccccc3)C2)c(O)c1 (stereo not given)	-8	0.2	4%	-16%	-11%	0%	3%	9	0.6
COc1ccc(NC(=O)c2nc[nH]c2C(=O)Nc2ccccc2C)cc1	4	0.6	-17%	-7%	-10%	-2%	29%	-6	0.6
Cc1ccc(CSc2nnnn2C)cc1	0	0.2	13%	-19%	-3%	3%	2%	0	0.7
COc1ccc(-n2c3c(cc(C(=O)N4CCN(CCO)CC4)c2=O)C(=O)CC(C)(C)C3)cc1	-11	0.3	7%[57.1 µM]	-3%	-1%	1%	1%	4	1.0
CCN1CCC(N(Cc2ccc3c(c2)OCO3)C(=O)Nc2cccc(C)c2C)CC1	5	0.3	15%	-3%	-6%	0%	5%	.	0.5
